High-throughput results deposited in PubChem BioAssay by ICCB-Longwood Screening Facility, Harvard Medical School.
Polio RdRp inh – inhibitors of poliovirus RNA polymerase binding and polymerization. P03300. poliovirus polymerase elongation, fluorescence polarization; hits give low values. % elongation, % (compound at 16.7 µg/mL). 150,000 tested, 0.66% active. AID 588519; in the data active means % elongation below about 90%; further: some results filed as inactive read as strong as hits
Target sequence (P03300 1749-2209 limits assumed): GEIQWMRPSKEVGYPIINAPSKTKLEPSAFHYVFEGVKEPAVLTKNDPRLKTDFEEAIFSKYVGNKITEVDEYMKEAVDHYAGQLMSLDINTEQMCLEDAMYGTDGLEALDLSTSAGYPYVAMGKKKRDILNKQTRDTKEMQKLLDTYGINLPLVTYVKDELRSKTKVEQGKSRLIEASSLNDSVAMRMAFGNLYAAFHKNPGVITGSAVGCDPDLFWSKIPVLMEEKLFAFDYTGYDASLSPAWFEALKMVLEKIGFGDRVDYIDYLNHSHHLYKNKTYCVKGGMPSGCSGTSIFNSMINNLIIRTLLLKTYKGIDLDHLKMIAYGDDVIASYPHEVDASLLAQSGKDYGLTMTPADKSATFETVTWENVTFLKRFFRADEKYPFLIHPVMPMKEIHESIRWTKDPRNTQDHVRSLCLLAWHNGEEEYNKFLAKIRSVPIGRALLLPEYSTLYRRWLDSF
Polio RdRp inh FP z-score – second read-out of Polio RdRp inh, no call of its own (marks repeat the call); z-score; measured here: FP z-score; hits read low
Numbers without * were called inactive.

Below each compound – Polio RdRp inh FP z-score, Polio RdRp inh
> COCCn1ccc2nc(C)c(C(=O)Nc3ccccc3)cc2c1=O
 : -0.3, 100
> COC(=O)c1sc(SC)c(C#N)c1-c1ccc(Br)s1
 : 0.7, 104
> O=C(NCc1ccc(S(=O)(=O)NCCN2CCOCC2)s1)c1ccccc1
 : 0.7, 107
> O=C1C2C3C=CC(C3)C2C(=O)N1CCC1=CCCCC1 (stereo unspecified)
 : -0.1, 101
> Cc1nn(CCCC(=O)NCCc2cccs2)c(=O)c2c1sc1ccccc12
 : 2.7, 106
> O=C(CSc1nnc(C2CC2)n1C1CC1)c1ccc2c(c1)OCO2
 : 0.4, 102
> Cc1ccccc1Nc1c(-c2ccc(Cl)s2)nc2cccc(C)n12
 : -0.6, 106
> CN(C)CCn1c2c(c(SCC(=O)NCc3ccccc3)nc1=O)CCCC2
 : 0, 102
> CSc1ncc(C(=O)NCc2cccc(F)c2)c(-c2ccccc2)n1
 : -1.3, 100
> O=C(O)c1cc(=O)n(CN2CCC(Cc3ccccc3)CC2)c(=O)[nH]1
 : -0.2, 99

Reformatted tab-delimited: entries from further up
molecule	Polio RdRp inh FP z-score	Polio RdRp inh
Cc1ccccc1Nc1c(-c2ccc(Cl)s2)nc2cccc(C)n12	-0.6	106
CN(C)CCn1c2c(c(SCC(=O)NCc3ccccc3)nc1=O)CCCC2	0	102

The list goes on.
Below each compound – Polio RdRp inh FP z-score, Polio RdRp inh
> CCN(CC)S(=O)(=O)c1ccc2c(c1)nc(SCC(=O)NC1CC1)n2-c1ccccc1OC
 : 0, 102
> CC(NCCN1C(=O)S/C(=C\c2ccccc2F)C1=O)=C(C#N)C#N
 : 0.1, 102
> CCN(CC)S(=O)(=O)c1ccc2c(c1)N(CC(=O)Nc1ccccc1F)C(=O)C1CCCN21 (stereo unspecified)
 : 1.3, 111
> O=c1[nH]n(CNc2ccc(F)cc2)c(=O)c2ccccc12
 : -1.1, 91
> Cc1cccc(C)c1-n1ncc(C(=O)NCCCN2CCCCC2)c1C1CCN(C(=O)OC(C)(C)C)CC1
 : 1.5, 114
> CCOC(=O)c1nn(-c2ccc(OC)cc2)c(=O)c2c(N)scc12
 : -0.9, 97
> O=C(COC(=O)C1CCC1)c1ccc(F)cc1
 : 0.2, 103
> COc1ccc(Cn2nnnc2CN(Cc2cccs2)Cc2cc3ccc(OC)cc3[nH]c2=O)cc1
 : 0.5, 103
> Cc1ccc(-c2noc(-c3cccnc3NCc3ccco3)n2)cc1
 : 0.3, 109
> CCC1CCCCN1C(=O)CCS(=O)(=O)c1cc2c(cc1C)NC(=O)CO2 (stereo unspecified)
 : 0.3, 108

Of the compounds above, 3 have an aryl methoxy group.
Below each compound – Polio RdRp inh FP z-score, Polio RdRp inh
> CCN(CC)S(=O)(=O)c1ccc2c(c1)nc(SCC(=O)NC1CC1)n2-c1ccccc1OC
 : 0, 102
> CCOC(=O)c1nn(-c2ccc(OC)cc2)c(=O)c2c(N)scc12
 : -0.9, 97
> COc1ccc(Cn2nnnc2CN(Cc2cccs2)Cc2cc3ccc(OC)cc3[nH]c2=O)cc1
 : 0.5, 103

The results go on.
Below each compound – Polio RdRp inh FP z-score, Polio RdRp inh
> CCOC(=O)c1sc2ccccc2c1S(=O)(=O)N1CCN(c2cccc(C)c2C)CC1
 : 0.6, 108
> COC(=O)N/N=C(\C)c1ccc2c(c1)Nc1ccccc1S2
 : 0.4, 105
> COCCCNC(=O)C1CCN(c2nn3cc(-c4ccc(F)cc4)nc3s2)CC1
 : 0.8, 111
> Cc1noc(C)c1CSc1nc2ccccc2c(=O)n1C(C)C
 : -0.4, 100
> COCCNc1oc(-c2ccccc2)nc1S(=O)(=O)c1ccc(Br)cc1
 : 1.5, 113
> CC1CCCCN1C(=O)CSc1nc2ccccc2nc1Cc1ccc(Cl)cc1 (stereo unspecified)
 : -0.7, 103
> O=c1oc2ccccc2n1CCc1ccccc1
 : -0.2, 102
> Cc1ccc(CN(Cc2ccco2)C(=O)COc2ccc(C)c(C)c2)cc1
 : 0.6, 109
> CCn1c(=O)ccc2cc(OC)ccc21
 : -0.3, 101
> COc1ccc(CC(=O)NCc2ccc3c(c2)CCN3C(C)=O)cc1OC
 : 0.8, 110
> CC(OC(=O)c1ccccc1)C(=O)NCc1ccco1 (stereo unspecified)
 : 0.3, 105
> COc1ccc(Cl)cc1C(=O)NCc1ccco1
 : 0.1, 102
> CN(C)C=Nc1ncc2c([nH]c3ccccc32)c1C#N
 : 0.3, 103
> O=C(CSc1nnc(-c2ccccc2Br)o1)NC(=O)NC1CCCC1
 : -0.1, 103
> Cc1ccc(C)c(N2C(=O)c3ccc(C(=O)OCC#N)cc3C2=O)c1
 : 0.4, 105
> Cn1ncc(S(=O)(=O)Cc2ccccc2)c(Cl)c1=O
 : -0.8, 98
> c1ccc(C2SCCN2c2ccccc2)cc1 (stereo unspecified)
 : 0.7, 104
> COc1ccccc1Nc1nc2ccccc2s1
 : 0.1, 102
> COc1ccc(CC(=O)N2CCN(c3ccccc3OC)CC2)cc1
 : 0.7, 109
> CCCn1c2ccccc2c2cnn(CC(=O)Nc3cc(OC)c(OC)c(OC)c3)c(=O)c21
 : -1.4, 100
> CC(=O)Oc1c(-c2ccco2)oc2ccccc2c1=O
 : 0.6, 102
> CCC(=O)N1CCc2cc(Br)cc(S(=O)(=O)N3CCN(c4ccccc4OC)CC3)c21
 : 1.1, 108
> CC1CCN(S(=O)(=O)c2ccc3c(c2)N(CC(=O)NCCCOC(C)C)C(=O)CO3)CC1
 : -1, 101
> Cc1noc(C)c1CSc1cc(C)c2ccccc2n1
 : -0.4, 99
> COc1ccc(C/C(C)=N/NC(N)=O)cc1OC
 : 0.1, 102
> COCC(C)NCc1ccc2ccccc2c1 (stereo unspecified)
 : 0.1, 100
> CCOC(=O)C1=C(N)OC2=C(C(=O)CCC2)C1c1cccnc1 (stereo unspecified)
 : -0.2, 101
> CC(=O)Nc1ccc(Oc2cc(C#N)c(C#N)cc2N2CCOCC2)cc1
 : 0.5, 107
> CC(C)(C)c1cc(C(F)(F)F)c(C#N)c(SCC#N)n1
 : -0.3, 98
> O=C(CCCc1nc(-c2ccccc2)no1)Nc1cccnc1
 : 0.8, 103
> COc1ccc(-c2[nH]ncc2C(=O)NCc2cccc(F)c2)cc1
 : 0.5, 112
> CN(C)/C=C(\C#N)c1ccccn1
 : 0.2, 102
> COc1ccc(CNC(C)c2ccccc2)cc1 (stereo unspecified)
 : 0.7, 110
> O=C(OCc1ccccc1F)c1ccc(O)cc1
 : 0.1, 102
> Cc1ccc2nc(NC(=O)c3nc(SCc4ccccc4C)ncc3Cl)sc2c1
 : -1.1, 102
> CCOC(=O)c1cc2c(c(CSc3ccc(C(F)(F)F)cn3)c1)OCOC2
 : -0.3, 101
> COc1ccc(CN2CC(C(=O)NCCCN3CCC(C)CC3)CC2=O)cc1 (stereo unspecified)
 : 0, 102
> CCc1nn2c(=O)cc(COc3ccc(/C=C4\C(=O)NN(c5ccccc5)C4=O)cc3)nc2s1
 : 0.1, 101
> O=C1CCCC2=C1C(c1cccc(Cl)c1)n1c(nc3ccccc31)N2 (stereo unspecified)
 : -0.6, 101
> CN(Cc1cccs1)C(=O)CN1C(=O)C2CC=CCC2C1=O (stereo unspecified)
 : 0.2, 102
> O=C(Nc1ccc2[nH]c(=O)[nH]c2c1)c1ccc2c(=O)n3c(nc2c1)CCCCC3
 : 0.3, 104
> Cc1nnc(SCC(=O)Nc2ccc(C#N)c(Cl)c2)n1N
 : 0.2, 104
> Cc1cc(-n2c(C)cc(C(=O)CSCc3ccccc3F)c2C)no1
 : 0.2, 105
> Cc1cc(C)c2oc(-c3cc(NC(=O)COc4ccccc4C)ccc3Cl)nc2c1
 : 0.2, 102
> COc1ccc(NC(=O)c2ccco2)cc1NC(=O)c1cc(Cl)ccc1OC
 : -15, -43
> Cc1ccc(-c2nc(SC3CC(=O)N(c4ccccc4)C3=O)n[nH]2)cc1 (stereo unspecified)
 : 0.5, 104
> COc1ccc(CCN(C)S(=O)(=O)c2cn(C)c(=O)n(C)c2=O)cc1OC
 : 0.3, 106
> CC(=O)Oc1ccccc1C(=O)NCC1CCCO1 (stereo unspecified)
 : 0.2, 105
> CC1CN(C(=O)C23CC4CC(C)(CC(C)(C4)C2)C3)CC(C)O1 (stereo unspecified)
 : 0.2, 103
> Cc1nc2ccccn2c(=O)c1NC(=O)c1ccc(F)c(F)c1
 : 0, 108

(cont.)
Below each compound – Polio RdRp inh FP z-score, Polio RdRp inh
> OC1(c2cccc(F)c2)CC2CCC(C1)N2 (stereo unspecified)
 : 1.6, 105
> CCOc1ccc(Nc2nc3cc(Cl)c(Cl)cc3nc2-n2nc(C)cc2C)cc1
 : 0.2, 106
> CCC(Cc1ccccc1)NC(=O)c1csc2c1CCCCC2 (stereo unspecified)
 : -0.2, 104
> Cc1cccc(C)c1OCC(=O)N(Cc1ccco1)Cc1ccco1
 : 0.9, 112
> Cc1ccc2nc(-c3ccccn3)cc(C(=O)NCc3cnn(C)c3)c2c1
 : -0.4, 100
> Cc1ccc2c(CC(=O)Nc3ccc(S(=O)(=O)N4CCCCC4C)cc3)coc2c1C (stereo unspecified)
 : -0.5, 108
> Cc1ccc(NC(=O)Nc2nnc(N3CCCC3)s2)c(C)c1
 : 0, 107
> CCOC(=O)N1CCC(N/C=C(\C#N)S(=O)(=O)c2cccnc2)CC1
 : 1, 109
> COc1ccccc1NC(=O)C1=C(C)Nc2nc3ccccc3n2C1c1cccc(OC)c1OC (stereo unspecified)
 : -1.3, 101
> O=C(NC1CCN(Cc2ccccc2)CC1)c1cncc(Br)c1
 : -0.2, 102
> CC1CCCCN1C(=O)CSc1nnc(-c2ccccc2)n1-c1ccccc1 (stereo unspecified)
 : 0.1, 106
> c1ccc(-c2cc(NC3CCCC3)n3cnnc3n2)cc1
 : -1.7, 99
> CC1Cc2ccccc2N1c1ccc2ccccc2n1 (stereo unspecified)
 : 0.3, 104
> COc1ccc(NC(=O)c2c(C)oc3ccc(O)c(CN4CCN(Cc5ccccc5)CC4)c23)cc1
 : -1.9, 100
> c1ccc(-n2nnnc2NCC2CCCCC2)cc1
 : 0.7, 106
> CCCCn1cc(S(=O)(=O)c2ccc(OCC)cc2)c(=O)c2cc(OC)c(OC)cc21
 : 0.4, 106
> O=C(Nc1ccc(N2CCOCC2)c2nonc12)c1cccs1
 : 0.4, 101
> CC(Sc1nnc(CN2CCCC2)n1Cc1ccccc1)C(=O)c1ccc(NS(C)(=O)=O)cc1 (stereo unspecified)
 : 0.2, 104
> CCc1ccc(Nc2ncnc3sc4c(c23)CCCC4)cc1
 : -1.1, 103
> C#CCNC(=O)c1cc(=O)[nH]c2ccccc12
 : 0.4, 104
> Cc1ccccc1-c1nc(CNC(=O)Nc2ccccc2)c(C)o1
 : -0.3, 105
> COc1ccc(CNC(=O)CCCc2nnc3n(CCC(C)C)c(=O)c4sccc4n23)cc1
 : 0.6, 120
> CCN1CCN(Cc2cc(Cl)c3cccnc3c2O)CC1
 : 0.5, 106
> CCOC(=O)N1CCC(NC(c2ccc(F)cc2)c2nnc(-c3ccccc3)o2)CC1 (stereo unspecified)
 : 0.7, 103
> O=C(O)C1CCN(C(=O)CSc2ncnc3ccccc23)CC1
 : 0.1, 102
> CCN(CC)c1nc2n(c(=S)n1)CCS2
 : 0.2, 102
> Cc1cccc(NC(=O)c2ccc3c(O)c(S(=O)(=O)c4ccccc4)c(=O)[nH]c3c2)c1C
 : -0.2, 105
> CCNC(=O)c1c(NC(=O)c2cc(=O)c3ccc(C)c(C)c3o2)sc2c1CCCC2
 : -0.8, 103
> Fc1ccc(Nc2nc3nonc3nc2Nc2ccccc2F)cc1
 : -0.3, 101
> CCC(=O)Nc1ccccc1C(=O)N1CCCCC1
 : -0.3, 99

Profiles, looked up by structure. Order of screens: Polio RdRp inh FP z-score, Polio RdRp inh
`O=C(CSc1nnc(-c2ccccc2Br)o1)NC(=O)NC1CCCC1` is listed with -0.1, 103
`CCOC(=O)N1CCC(N/C=C(\C#N)S(=O)(=O)c2cccnc2)CC1` is listed with 1, 109
`Fc1ccc(Nc2nc3nonc3nc2Nc2ccccc2F)cc1` is listed with -0.3, 101
`COC(=O)c1sc(SC)c(C#N)c1-c1ccc(Br)s1` is listed with 0.7, 104

(listing goes on)
Below each compound – Polio RdRp inh FP z-score, Polio RdRp inh
> CC(Oc1ccc(Cl)cc1)C(=O)NCc1ccco1 (stereo unspecified)
 : 0.8, 104
> Cc1ccc(-c2noc(-c3cc(-c4ccc(F)cc4)n[nH]3)n2)cc1
 : -2.2, 96
> CCOc1ccccc1CNC(=O)Cn1nc(C)c2nn(-c3ccc(Cl)cc3)c(C)c2c1=O
 : 0.3, 110
> Cc1cccc(CS(=O)(=O)Cc2ccc(C(=O)NCc3ccccc3)o2)c1
 : -0.5, 103
> COc1cccc(CNC(=O)Cn2c(=O)cc(C)c3c(C)nn(C)c32)c1OC
 : -0.2, 104
> CC1CCCCN1C(=O)c1ccccc1NC(=O)c1ccco1 (stereo unspecified)
 : -0.7, 99
> Cc1cccn2cc(CNC(=O)C(C)(C)C)nc12
 : -0.8, 100
> Cc1ccc(NC(=O)c2ccco2)nc1
 : 0.5, 103
> CN(Cc1cccs1)C(=O)Cc1c[nH]c2ccccc12
 : 0.1, 101
> Cc1nc(-c2ccc(S(=O)(=O)N3CCCN(CCc4ccccc4)CC3)s2)cs1
 : -0.9, 99
> CN1CCN(CCCNC(=O)c2ccc3nc(Cc4ccccc4)oc3c2)CC1
 : -0.6, 104
> OCC1OC(Oc2ccc(O)cc2)C(O)C(O)C1O (stereo unspecified)
 : 0.1, 101
> C=CC[N+]1(CC=C)CCOCC1
 : 0.4, 103
> CN(CCc1ccccn1)c1ncnc2sccc12
 : 1.6, 114
> CC(=O)c1cccc(NC(=O)Nc2cc3c(cc2N2CCCC2)n(C)c(=O)n3C)c1
 : -1.1, 108
> Cn1c(=O)c2c(nc3n2Cc2c(Cl)cccc2N3CCNC(=O)C2CCC2)n(C)c1=O
 : 0.1, 102
> CN(C)/N=C/c1ccc(C2(O)C(=O)NC(=O)NC2=O)o1
 : 0.6, 105
> CCCCCn1c(-c2ccccc2)nc2ccccc21
 : -0.2, 98
> CC(=O)Nc1ccc(SCC(=O)NC(=O)NC2CCCCC2)cc1
 : -0.3, 101
> Cc1ccccc1CCNC(=O)c1ccc2c(c1)nc1n2CCCCC1
 : -0.1, 108
> CCc1cc(SC/C(O)=C(\C#N)c2nc3ccccc3[nH]2)n2c(nc3ccccc32)c1C#N
 : -0.4, 100

This is a subset. The share of hits here may be higher or lower than overall.
